Compound activity (PubChem)
NALP3 yeast inh: NALP3 inhibition in yeast. Yeast reconstituted NLRP3/ASC/caspase-1, beta-gal luminescence, 24 h. inhibition, % at 10 µM. 0.39% of 330,000 active;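 active means inhibition of 50% or more; inactive means inhibition below 50%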;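 further: plate controls were induced DMSO wells for no effect and uninduced yeast grown without galactose for full effect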
mIAP act: mouse IAP activation. muIAP, CDP-Star luminescence, 30 min; hits give high values; 1 = vehicle-only enzyme signal, 0 = enzyme-free wells. activation factor at 10 µM. 0.24% of 330,000 active;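 active means activation factor of at least 2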; further: the source names both 10 and 20 µM as test concentration; values of inactives mirror those of a sister screen read the other way
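System: Mouse IAP enzyme | Also added: CDP-Star substrate | Dosing: Compounds dispensed in DMSO | Schedule: 30 min enzyme-substrate-compound incubation at room temperature | Technique: Chemiluminescence readout | Control set: DMSO-only wells and no-enzyme negative control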
APOBEC3A inh: human APOBEC3A DNA deaminase inhibition; P31941; recombinant A3A, FAM/TAMRA ssDNA deamination fluorescence; inhibition, % at 20 µM; 0.41% of 330,000 active; AID 493011;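 active means at least 40% inhibition at 20 µM here, with at most 30% in a related deaminase screen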;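 further: plate controls were A3A with DMSO for no effect and wells lacking A3A enzyme for full effect; some results filed as inactive read as strong as hits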
beta cell repl: MIN6 beta-cell proliferation induction | AID 2380 | 0.29% of 330,000 active | MIN6 cells proliferation, ATPlite luminescence, 48 h; cells starved in 0.2% serum; 100% = growth in 10% serum | proliferation, % at 10 µM;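 active means compounds whose signal lies at least 3.5 SD above the mean of all wells on their plate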;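 further: 0% = DMSO-treated cells in low-serum medium and 100% = 10% serum control; some compounds called inactive have numbers as strong as hits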
hIAP inh: blocks human intestinal alkaline phosphatase; purified IAP, CDP-Star luminescence, 30 min; 0.12% of 330,000 active; P09923; inhibition, % at 10 µM;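 active means inhibition reaching a set limit with compound at 10 µM in the primary screen, cut at about 35% in these data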;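 further: plate controls were DMSO wells with enzyme for no effect and no-enzyme buffer wells for full effect; values of inactives mirror those of a sister screen read the other way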
Target sequence (P09923 whole entry, looked up): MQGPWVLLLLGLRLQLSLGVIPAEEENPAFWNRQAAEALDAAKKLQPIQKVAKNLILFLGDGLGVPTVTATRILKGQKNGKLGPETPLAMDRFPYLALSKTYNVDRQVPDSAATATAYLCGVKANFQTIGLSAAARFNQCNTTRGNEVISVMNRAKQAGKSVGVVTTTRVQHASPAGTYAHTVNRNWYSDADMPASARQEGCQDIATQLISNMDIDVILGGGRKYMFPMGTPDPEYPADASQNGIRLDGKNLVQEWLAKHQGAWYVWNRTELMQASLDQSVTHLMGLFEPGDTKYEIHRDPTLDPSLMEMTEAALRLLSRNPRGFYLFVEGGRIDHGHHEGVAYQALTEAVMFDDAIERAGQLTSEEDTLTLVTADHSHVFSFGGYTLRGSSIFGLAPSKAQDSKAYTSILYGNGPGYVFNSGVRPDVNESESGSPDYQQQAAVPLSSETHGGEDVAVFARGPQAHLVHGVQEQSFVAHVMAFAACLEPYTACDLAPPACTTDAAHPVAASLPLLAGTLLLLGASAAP
mIAP inh: blocks mouse intestinal alkaline phosphatase; purified mouse IAP, CDP-Star luminescence, 30 min; inhibition, % at 10 µM; 0.2% of 330,000 active; AID 2806;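 active means inhibition of at least 40% at 10 µM in the primary screen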;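 further: plate controls were DMSO with enzyme for no effect and no enzyme wells for full effect; values of inactives mirror those of a sister screen read the other way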
SENP1 FRET inh: blocks the human SENP1 SUMO protease catalytic domain; Q9P0U3; recombinant SENP1 catalytic domain, CyPet-SUMO1-YPet FRET cleavage; inhibition, % at 10 µM; 0.21% of 360,000 active; AID 624204;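 active means inhibition at least 30% at 10 µM, raw YFP signal under a set limit, fluorescence ratio 0.5 to 1.5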;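 further: 0% = enzyme with DMSO and 100% = no enzyme wells; some results filed as inactive read as strong as hits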
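Controls: no-enzyme wells low, DMSO-plus-enzyme wells high control. Test system: human recombinant His6-tagged SENP1 catalytic domain enzyme. Reagent: SFCypet-SUMO1-SFYpet FRET protein substrate, 25 nM final. Doses: one dose per compound, 10 µM, 0.5% DMSO. Detection: FRET, CFP and YFP emission. Timing: 50 min reaction at room temperature.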
hIAP act: human IAP activation; purified human IAP, CDP-Star luminescence, 30 min; hits give high values; 1 = vehicle-only enzyme, 0 = enzyme-free background; activation factor at 10 µM; 0.16% of 330,000 active; AID 2524;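 active means activation factor of the enzyme at least 2-fold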; further: the source names both 10 and 20 µM as test concentration; values of inactives mirror those of a sister screen read the other way
A3G deaminase: blocks human APOBEC3G single-stranded DNA deamination | Q9HC16 | recombinant A3G, ssDNA deamination FAM/TAMRA fluorescence | inhibition, % at 20 µM | 0.28% of 330,000 active | AID 493012;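 active means inhibition of at least 40% at 20 µM, with no more than 30% in the related APOBEC3A deaminase screen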;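 further: plate controls were DMSO wells with A3G for no effect and wells lacking A3G enzyme for full effect; some compounds called inactive have numbers as strong as hits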
Target sequence (Q9HC16 whole entry, looked up): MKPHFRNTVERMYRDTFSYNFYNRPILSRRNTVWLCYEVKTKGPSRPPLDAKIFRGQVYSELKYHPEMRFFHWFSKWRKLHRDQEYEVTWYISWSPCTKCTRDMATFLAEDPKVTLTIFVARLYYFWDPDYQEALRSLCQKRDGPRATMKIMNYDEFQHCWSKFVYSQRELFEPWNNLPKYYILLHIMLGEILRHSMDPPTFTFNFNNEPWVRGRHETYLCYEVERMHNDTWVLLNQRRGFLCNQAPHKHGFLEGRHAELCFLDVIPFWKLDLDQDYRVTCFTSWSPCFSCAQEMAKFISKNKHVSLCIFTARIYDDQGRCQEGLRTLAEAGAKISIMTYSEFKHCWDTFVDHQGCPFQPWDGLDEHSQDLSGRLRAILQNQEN
Active calls of the source: *.

SMILES	NALP3 yeast inh	mIAP act	APOBEC3A inh	beta cell repl	hIAP inh	mIAP inh	SENP1 FRET inh	hIAP act	A3G deaminase
COc1ccc(C2CC(C(F)(F)F)n3ncc(C(=O)NCC4CCCO4)c3N2)cc1OC (configuration not stated)	7	0.98	2	3	0	2	-11	1	-3
Cc1nn(Cc2ccccc2)c(C)c1/C=N/NC(=O)c1ccccc1O	4	1	-1	-1	0	-4	1	1	-1
Cc1onc(-c2ccccc2)c1C(=O)c1c[nH]c(C(=O)NCCCN2CCOCC2)c1	4	1	-3	2	8	0	4	0.92	-5
Cc1ccc(NC(=O)Cc2ncon2)cc1Cl	9	1.2	3	-1	-34	-17	-2	1.3	5
Cc1cc(C)c(NC(=S)NC(=O)c2c(Cl)c(C)nn2C)c([N+](=O)[O-])c1	16	1.1	-1	0	11	-6	-5	0.89	-1
Cc1ccc(NC(=O)CN2CCC(NC(=O)c3ccccc3F)CC2)cc1C	20	0.95	-2	-2	-19	5	0	1.2	0
COc1ccc(CC(=O)Nc2sc3c(c2C#N)CC(C)(C)NC3(C)C)cc1OC	8	1.1	30	-1	-16	-7	1	1.2	-2
COc1cc(OC)cc(C(=O)NCC(=O)OC(C)C(=O)NC(C)C2CC3CCC2C3)c1 (configuration not stated)	1	1.1	-2	3	5	-8	0	0.95	-4
O=C(COC(=O)c1ccco1)NCc1ccc(Cl)cc1Cl	12	1	0	-1	11	-1	1	0.89	-7
CCCCn1c(CCCNC(=O)CC)nc2ccccc21	6	1.1	-7	1	0	-7	0	1	-9
CC(=O)CCc1c(C)nc2ccc(C)cc2c1Cl	21	1	0	-3	-2	-1	0	1	0
COC(=O)c1ccc(CN2CCCC(CNC(=O)Cc3ccc(OC)cc3)C2)cc1 (configuration not stated)	10	1.1	-1	-3	-16	-9	-1	1.2	-5
Cc1cc(C(=O)N/N=C/c2c[nH]c3ccccc23)c(C)o1	8	1.1	2	0	7	-7	1	0.93	-5
CC(C)Cn1c(N)c(C(=O)CSc2ncccn2)c(=O)n(C)c1=O	-7	0.96	-2	-2	8	4	1	0.92	-6
COc1cccc(C(=O)Nc2sc(C(C)C)cc2C(N)=O)c1OC	27	0.92	7	-1	8	8	2	0.92	3
CCSc1nnc(-c2ccncc2)n1Cc1ccccc1	7	0.99	4	0	22	1	1	0.78	-5
Cc1ccc(CNC(=O)c2sc3nc4c(c(C(F)(F)F)c3c2N)CCC4)cc1	13	0.85	2	-4	4	15	16	0.96	-3
N=C1C(c2ccccc2)=C(O)CN1c1cccc2ccccc12	9	1	-4	3	11	0	0	0.89	-1
C/C(=N/O)c1ccc(Oc2cnccn2)cc1	23	0.99	-5	-2	-16	0	0	1.2	-8
COc1ccc(Cn2c(=O)c3c(nc(NCCO)n3C)n(C)c2=O)cc1	15	1	8	-3	1	-4	0	0.99	1
NS(=O)(=O)c1ccc(Cl)c(C(=O)Nc2ccccc2[N+](=O)[O-])c1	0	0.98	-3	-2	11	2	0	0.89	-4
O=C1CN(c2nc3nonc3nc2N2CCCCC2)CCN1	2	1	-1	-3	6	-2	1	0.94	-10
S=c1[nH]nc(COc2ccc3ccccc3c2)o1	19	0.94	-5	-1	10	6	2	0.9	-5
COc1ccc(S(=O)(=O)N2CCOCC2)cc1C(=O)Nc1ccc2c(c1)OCO2	6	1	1	-1	-13	-3	1	1.1	-5

Arranged by length of the SMILES (lowest first): part of the list above
SMILES	NALP3 yeast inh	mIAP act	APOBEC3A inh	beta cell repl	hIAP inh	mIAP inh	SENP1 FRET inh	hIAP act	A3G deaminase
C/C(=N/O)c1ccc(Oc2cnccn2)cc1	23	0.99	-5	-2	-16	0	0	1.2	-8
N=C1C(c2ccccc2)=C(O)CN1c1cccc2ccccc12	9	1	-4	3	11	0	0	0.89	-1
Cc1ccc(CNC(=O)c2sc3nc4c(c(C(F)(F)F)c3c2N)CCC4)cc1	13	0.85	2	-4	4	15	16	0.96	-3
COc1ccc(S(=O)(=O)N2CCOCC2)cc1C(=O)Nc1ccc2c(c1)OCO2	6	1	1	-1	-13	-3	1	1.1	-5

The listing continues:
SMILES	NALP3 yeast inh	mIAP act	APOBEC3A inh	beta cell repl	hIAP inh	mIAP inh	SENP1 FRET inh	hIAP act	A3G deaminase
Nn1c(SC/C=C/c2ccccc2)nnc1-c1ccccn1	30	0.93	-4	0	4	7	1	0.96	-15
C/C(=N\NC(=O)c1ccccc1[N+](=O)[O-])c1ccc(Br)s1	12	0.98	-3	0	-1	2	2	1	-6
COc1cccc(C=O)c1OC(=O)N1CCOCC1	12	1.1	5	5	-6	-9	2	1.1	2
O=C(Cc1ccccc1Cl)NC1(O)C(=O)c2ccccc2C1=O	12	1.1	-1	-3	-15	-9	2	1.2	-7
CCCn1c(/N=C/c2ccc3c(c2)OCO3)nc2ccccc21	5	0.95	-3	-1	-12	5	-1	1.1	-7
O=C1OC(Nc2ccc(Br)cc2F)c2ccccc21 (configuration not stated)	-2	1	-3	-2	11	-3	1	0.89	-6
CCOc1ccc(C(=O)NCC(=O)NCC(c2cccs2)N2CCOCC2)cc1 (configuration not stated)	20	0.91	-2	7	0	9	-4	1	-9
CCOC(=O)CNC(=O)c1sc(NC(=O)c2cccc(F)c2)nc1C	-7	1	-2	-3	-4	-2	-11	1	-3
CC(=O)Nc1ccc(S(=O)(=O)N2CCCC2C(=O)Nc2ccc3c(c2)OCCO3)cc1 (configuration not stated)	10	1.1	-1	-4	12	-6	0	0.88	-1
N#C/C(=C\c1ccc(Oc2ccc(C(F)(F)F)cc2[N+](=O)[O-])cc1)c1nc2ccccc2[nH]1	6	0.87	-8	-6	8	13	-64	0.92	-2
NC(=O)C1CCN(C(=O)c2cnn(-c3ccccc3)c2NC(=O)c2cccc(F)c2)CC1	0	0.93	2	0	-18	7	4	1.2	-2
C/C=C(\C)CN1CCN(c2cc(C)ccc2C)CC1	7	0.93	-4	0	5	7	1	0.95	-6
CCOC(=O)N1CCN(C(=O)/C(=C/c2ccc(OC)cc2)NC(=O)c2ccccc2)CC1	11	0.97	0	0	-12	3	1	1.1	-1
Cc1ccc(SCCNC(=O)c2ccccc2F)cc1	28	1.1	-4	1	-12	-7	0	1.1	-2
CN(CCOc1cccc(C(F)(F)F)c1)Cc1ccccc1	-23	1.1	3	-2	-7	-10	0	1.1	-14
CC(C)OCCCn1c(=S)[nH]c2ncccc2c1=O	12	0.94	-2	1	-5	6	-2	1	0
CC(=O)c1ccc(NC(=O)CSc2nnc(-c3ccoc3C)n2Cc2ccccc2)cc1	-5	0.93	0	-1	-4	7	1	1	-2
COC(=O)c1cc(S(=O)(=O)N2CCN(c3cc(C)ccc3C)CC2)c[nH]1	19	0.88	3	0	-6	12	3	1.1	2
O=C(O)c1cccc2c1-c1ccccc1/C2=N\Nc1ccccc1	0	0.9	2	-2	8	10	0	0.92	-1
O=C(Nc1ccc2oc(=O)ccc2c1)c1ccccc1[N+](=O)[O-]	11	0.97	2	-5	-27	3	1	1.3	-5
CC(C)OCCCNC(=O)c1cc(-c2cccs2)nc2ccccc12	15	1	0	0	-3	-4	2	1	-4
O=C(Cc1coc2ccc3ccccc3c12)N1CCCC1	8	1.1	-1	-2	14	-12	-1	0.86	-6
O=C(COC(=O)CNC(=O)c1sc2ccccc2c1Cl)Nc1c(Cl)cc(Cl)cc1Cl	10	0.94	-3	0	-6	6	1	1.1	-3
CCOc1ccc(NC(=O)c2cccnc2SC)cc1	14	1	-2	-1	12	-2	0	0.88	-3

Single records, from the list above. Order of screens: NALP3 yeast inh	mIAP act	APOBEC3A inh	beta cell repl	hIAP inh	mIAP inh	SENP1 FRET inh	hIAP act	A3G deaminase
Listed for N#C/C(=C\c1ccc(Oc2ccc(C(F)(F)F)cc2[N+](=O)[O-])cc1)c1nc2ccccc2[nH]1 : 6	0.87	-8	-6	8	13	-64	0.92	-2
Listed for CN(CCOc1cccc(C(F)(F)F)c1)Cc1ccccc1 : -23	1.1	3	-2	-7	-10	0	1.1	-14
Listed for CCSc1nnc(-c2ccncc2)n1Cc1ccccc1 : 7	0.99	4	0	22	1	1	0.78	-5
Listed for NS(=O)(=O)c1ccc(Cl)c(C(=O)Nc2ccccc2[N+](=O)[O-])c1 : 0	0.98	-3	-2	11	2	0	0.89	-4
Listed for N=C1C(c2ccccc2)=C(O)CN1c1cccc2ccccc12 : 9	1	-4	3	11	0	0	0.89	-1

Next part:
SMILES	NALP3 yeast inh	mIAP act	APOBEC3A inh	beta cell repl	hIAP inh	mIAP inh	SENP1 FRET inh	hIAP act	A3G deaminase
COc1ccc(C(=O)COC(=O)CN2C(=O)c3ccccc3C2=O)c(OC)c1	14	1	2	-4	-7	0	-1	1.1	-2
CCN(CC)Cc1cc(CC(C(N)=O)C(N)=O)ccc1OC	12	0.96	-1	-1	2	4	-1	0.98	-6
COc1ccc(CNC(=O)CSc2nc(C)cs2)cc1	14	0.94	3	-2	-2	6	0	1	-2
Cc1nc2cc(NC(=O)c3ccc(Br)s3)ccc2s1	51*	1	3	-5	8	-3	1	0.92	-4
CS(=O)(=O)N1CCN(Cc2cc(=O)n3ccsc3n2)CC1	11	0.9	-5	-2	10	10	0	0.9	-20
Cc1nc2ccccc2cc1C(=O)NCc1ccco1	3	0.99	-5	-3	10	1	-1	0.9	-10
O=c1[nH]nc(SCc2ccccc2)n1C1CC2C=CC1C2 (configuration not stated)	11	0.95	-4	0	-6	5	2	1.1	-10
Cc1cc(OCc2nn[nH]n2)c2c(C)c(Cc3ccccc3)c(=O)oc2c1	0	1	-5	-1	-18	-1	1	1.2	-9
CCCN(Cc1cc(=O)[nH]c2ccccc12)C(=O)CC	-4	0.96	-1	-3	-19	4	0	1.2	-3
Cc1ccc(OCCC(=O)Nc2ccc(C)c(F)c2)cc1	38	0.98	0	-5	-1	2	0	1	-4
CCOC(=O)c1ccc(NC(=O)CCS(=O)(=O)Cc2ccccc2)cc1	3	0.96	-4	-1	-3	4	-1	1	-7
CCc1ccc(N2CC(C(=O)Nc3ccc4c(c3)OCO4)CC2=O)cc1 (configuration not stated)	5	1	1	0	-3	-2	0	1	0

The list is partial; rates above refer to the full screens.
